Screening results deposited in PubChem BioAssay by The Scripps Research Institute Molecular Screening Center.
OXTR ag – activates the human oxytocin receptor | CHO-OTR cells, Fluo-8 calcium fluorescence; normalized: DMSO 0%, oxytocin 100% | AID 2435 | activation, % at 3 µM | 320,000 compounds, 0.32% hits;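 active means activation above the mean of all tested compounds plus 3 SD, cutoff set per screening run, cut at about 20% in these data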;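 further: peak over basal fluorescence ratio from a 100 s FLIPR kinetic read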
V1R ag counter – V1a receptor agonism, counter-screen for OXTR agonists. activation, % at 3 µM. 320,000 compounds, 0.25% hits. CHO-V1R cells, Fluo-8 calcium fluorescence, agonist mode; 0% DMSO, 100% 3 nM vasopressin;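 active means activation above the mean activation of all tested compounds plus 3 SD, per screening run, cut at about 20% in these data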;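 further: signal is peak over basal fluorescence ratio across a 100 second FLIPR read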
Target sequence (P37288 whole entry, looked up): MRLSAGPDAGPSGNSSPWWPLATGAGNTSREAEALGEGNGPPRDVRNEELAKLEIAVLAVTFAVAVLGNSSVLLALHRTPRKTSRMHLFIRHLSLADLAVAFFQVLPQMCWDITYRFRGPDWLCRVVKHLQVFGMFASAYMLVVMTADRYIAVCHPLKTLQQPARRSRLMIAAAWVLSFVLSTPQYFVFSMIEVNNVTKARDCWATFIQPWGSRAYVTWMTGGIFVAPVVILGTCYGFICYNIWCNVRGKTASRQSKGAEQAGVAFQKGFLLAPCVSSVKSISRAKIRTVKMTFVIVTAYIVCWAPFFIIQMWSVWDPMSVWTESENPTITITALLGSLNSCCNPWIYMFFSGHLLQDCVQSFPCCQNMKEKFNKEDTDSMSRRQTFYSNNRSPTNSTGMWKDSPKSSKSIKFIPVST
OXTR potentiate – human OXTR potentiation; AID 2445; CHO-OTR cells, Fluo-8 calcium fluorescence, potentiator mode; 0% = oxytocin EC15, 100% = EC100; activation, % at 3 µM; 320,000 compounds, 0.061% hits;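 active means activation above that plate's cutoff, the mean activation of tested compounds plus 3 SD, cut at about 6.6% in these data, passing the limit was not always enough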;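 further: 100% uses oxytocin at 75 nM as the full agonist control; some results filed as inactive read as strong as hits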
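Assay system: CHO-OTR cells, human receptor / Also added: oxytocin at about EC15, sub-maximal agonist stimulus / Dosing: single dose, 3.0 µM nominal final compound concentration / Incubation: 6 min pre-incubation, 100 s read / Technique: Fluo-8 calcium dye fluorescence / Read-out: % activation vs EC15 and EC100 oxytocin / Benchmarks: EC15 oxytocin low, 75 nM oxytocin high / Replicates: singlicate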
M1 PAM – potentiates human M1 receptor response to acetylcholine; CHO-K1 hM1, Fluo-8 calcium fluorescence, ACh EC20; 0% = ACh EC20, 100% = maximal ACh; activation, % at 3 µM; 360,000 compounds, 0.088% hits; AID 588819; in the data active means activation above about 19%, passing the limit was not always enough
Target sequence (P11229 whole entry, looked up): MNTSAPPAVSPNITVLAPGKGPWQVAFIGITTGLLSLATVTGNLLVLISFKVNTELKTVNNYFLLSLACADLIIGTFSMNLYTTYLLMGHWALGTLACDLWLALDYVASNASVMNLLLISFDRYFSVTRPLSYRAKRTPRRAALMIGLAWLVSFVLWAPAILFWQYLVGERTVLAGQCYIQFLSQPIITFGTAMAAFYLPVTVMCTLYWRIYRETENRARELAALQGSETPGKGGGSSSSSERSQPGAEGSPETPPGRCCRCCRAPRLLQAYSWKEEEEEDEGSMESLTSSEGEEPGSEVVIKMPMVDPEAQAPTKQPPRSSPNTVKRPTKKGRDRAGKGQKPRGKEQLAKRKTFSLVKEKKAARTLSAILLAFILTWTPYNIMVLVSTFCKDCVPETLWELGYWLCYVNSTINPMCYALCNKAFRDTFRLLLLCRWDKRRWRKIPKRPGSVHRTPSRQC
CHO parental Ca – signal in parental CHO cells, OX1R antagonist counter-screen; parental CHO-K1, ATP-induced calcium, Fluo-8 fluorescence; inhibition, % at 5.6 µM; 330,000 compounds, 0.63% hits; AID 463079;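 active means inhibition above that plate's mean sample inhibition plus 3 SD, cut at about 26% in these data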;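 further: 0% = ATP-challenged DMSO wells and 100% = DMSO wells without ATP; some compounds past the cut are filed as inactive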
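Test system: untransfected parental CHO cell line; also added: ATP stimulus; dosing: 5.6 µM, single dose; signal: calcium-sensitive Fluo-8 fluorescence; measure: percent inhibition of ATP-evoked calcium rise, normalized to controls; benchmarks: low control ATP plus DMSO, high control DMSO only; replication: one well per compound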
CHRM1 antagonist – antagonists of human M1 muscarinic receptor | P11229 | CHO-K1 hM1, Fluo-8 calcium fluorescence, ACh EC80 antagonist | inhibition, % at 3 µM | 360,000 compounds, 1.3% hits | AID 588852;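 active means percent inhibition above its own plate's cutoff, namely the mean of that plate's compound wells plus 3 SD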;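 further: peak over basal fluorescence ratio during 140 s after agonist addition; 0% = ACh EC80 plus DMSO and 100% = DMSO alone without agonist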
TAAR1 antag – antagonists of human TAAR1. Q96RJ0. 360,000 compounds, 1.5% hits. CHO RD-HGA16 TAAR1, Fluo-8 calcium fluorescence, antagonist. inhibition, % at 3 µM;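 active means inhibition above a per-plate cutoff, the mean inhibition of test compounds on that plate plus 3 SD, cut at about 49% in these data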;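 further: 0% = DMSO plus EC80 beta-PEA response and 100% = DMSO alone without agonist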
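Material: CHO RD-HGA16 cells bearing hTAAR1; compound dosing: one-point dosing, 3 µM nominal final; schedule: dye loading 75 min at 37 °C, then 30 min room temperature; measured by: calcium fluorescence with Fluo-8; control set: vehicle and agonist controls; replication: n of 1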
TAAR1 agonist – agonists of human TAAR1. CHO RD-HGA16 TAAR1, Fluo-8 calcium fluorescence; vehicle wells 0%, saturating PEA agonist 100%. activation, % at 3 µM. 360,000 compounds, 0.99% hits. AID 624467;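 active means activation above the mean activation of all test compounds in the run plus 3 SD, cut at about 38% in these data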
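test system = CHO RD-HGA16 cells carrying human TAAR1 plus Gα16 | schedule = 17-24 h seeding, 75 min 37 °C dye, 30 min RT | compound dosing = 3 µM single concentration | control set = DMSO and PEA EC100 | replicates = n 1 | signal = Fluo-8 fluorescence, 5 s baseline then 140 s kinetic read | measure = percent activation vs PEA EC100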
M1 ag – human M1 muscarinic receptor agonism; P11229; CHO-K1 hM1, Fluo-8 calcium fluorescence, agonist mode; 0% DMSO, 100% acetylcholine EC100; activation, % at 3 µM; 360,000 compounds, 0.33% hits;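 active means activation above the run's mean compound activation plus 3 SD, cut at about 16% in these data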;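 further: peak over basal fluorescence ratio within a 140 s kinetic read after compound addition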
Starred values were filed as active, the others as inactive; x = not tested or not shown.

Structure | TAAR1 antag | M1 ag | OXTR potentiate | TAAR1 agonist | OXTR ag | CHO parental Ca | V1R ag counter | M1 PAM | CHRM1 antagonist
CCCOc1ccc(/C=C/C(=O)NC2CCCCC2)cc1OC | -16 | -1 | -8 | 0 | -1.2 | -12 | -0.5 | 9 | -16
Cc1ccccc1OCC(=O)OCC(=O)NC1CCCC(C)C1C (stereo not given) | 21 | 0 | x | 5 | x | x | x | 3 | 2
CCCCNC(=O)C1(O)c2ccccc2NC(=O)N1c1ccc(Cl)cc1 (stereo not given) | 5 | -2 | -15 | 6 | 0.3 | 14 | 0.6 | -6 | 14
N#CN/C(=N\S(=O)(=O)c1ccccc1)c1ccccc1 | -10 | -4 | -2 | 0 | 0.4 | -9 | 0.8 | 3 | -1
COc1ccc(NS(=O)(=O)c2cccc3nsnc23)cc1Cl | -20 | -7 | -11 | 1 | 2.6 | -11 | 7.4 | 4 | -9
CN(NS(C)(=O)=O)c1c(C#N)c(C(F)(F)F)nn1C | 8 | -6 | 3 | 2 | 0.8 | -7 | 1.8 | 4 | -5
Cc1cccn2c(=O)c3cc(C(=O)NCCN4CCOCC4)c(=N)n(CCCN4CCOCC4)c3nc12 | -18 | -10 | -6 | -1 | 0.5 | -8 | -0.8 | -5 | 6
Cc1cccc(NC(=O)CCS(=O)(=O)c2ccc(Cl)cc2)c1 | -3 | -5 | -13 | 0 | -0.7 | -5 | 0.3 | 3 | -2
C/C=C/c1ccc(OCC(=O)N(C)CC(=O)Nc2ccc(F)cc2)c(OC)c1 | -8 | -5 | -6 | 2 | 2.5 | -13 | 0.7 | 7 | -12
O=C(CSc1nnc2ccccn12)c1ccc(OC(F)F)cc1OC(F)F | 13 | -4 | 0 | 8 | 0.0 | 3 | -0.2 | 2 | 6
C/C=N/NC(=O)c1cc(Br)ccc1O | -14 | 2 | -20 | 13 | 14 | -2 | 5.3 | -4 | -6
O=C(OCC(=O)N1N=C(c2ccc(Cl)cc2)CC1c1ccco1)c1ccccc1O (stereo not given) | 2 | -4 | -6 | 12 | 0.8 | -21 | 1.6 | -2 | 2
COc1ccc(/C=C/C(=O)OCC(=O)Nc2ccc3[nH]c(=O)[nH]c3c2)cc1OC | -24 | -1 | -1 | 0 | 0.0 | -9 | 0.4 | 6 | -10
O=c1[nH]c2cc(F)ccc2c2ccc(F)cc12 | -5 | -6 | x | -2 | x | x | x | 6 | -18
COc1ccc(C2CC(=O)Oc3c(C(C)C)ccc(C)c32)cc1 (stereo not given) | 35 | 18* | x | 26 | x | -11 | x | 12 | -14
Cn1c(C(=O)Nc2ccc3c(c2)OCCO3)cc2c(=O)n(C)c3ccccc3c21 | 52* | 1 | -8 | 3 | -0.9 | -19 | 4.1 | -4 | -6
Cc1ccc(-n2ccc(=O)c(C(=O)Nc3ccc(S(=O)(=O)Nc4onc(C)c4C)cc3)n2)cc1 | -15 | 2 | -2 | 2 | 0.1 | 0 | 0.9 | 17 | -4
CC(=O)c1sc(NC(=O)c2c(F)cccc2F)nc1C | 4 | -1 | -16 | 4 | 0.0 | 2 | 0.3 | 3 | -2
COc1cccc(OC)c1C(=O)Nc1nc2ccc(S(C)(=O)=O)cc2s1 | 16 | -3 | -13 | 12 | -0.6 | -9 | -0.4 | 4 | -7
CCOC(=O)c1cc2c(c(-c3cccc(-c4cc5ccccc5o4)c3)n1)[C@@H](CCO)N(S(=O)C(C)(C)C)C2 (stereo not given in full) | -14 | -1 | x | 4 | x | x | x | 6 | -24

(cont.)
Structure | TAAR1 antag | M1 ag | OXTR potentiate | TAAR1 agonist | OXTR ag | CHO parental Ca | V1R ag counter | M1 PAM | CHRM1 antagonist
Cc1ccc2[nH]c(=O)c(CN(CCCN(C)C)C(=O)Nc3cccc(Cl)c3)cc2c1 | -2 | -8 | -5 | 0 | 2.4 | -24 | 1.1 | 12 | -17
CCc1nnc(NC(=O)C2Cc3ccccc3CN2S(=O)(=O)c2c(C)c(C)cc(C)c2C)s1 (stereo not given) | -25 | -3 | -3 | 6 | -0.1 | -19 | 0.0 | 10 | -7
O=C(Cc1ccccn1)c1ccccc1 | -3 | -1 | 7 | 6 | -1.0 | -15 | 1.2 | 13 | -13
CCOc1ccc(Cl)cc1S(=O)(=O)N1CCC(C(=O)NCc2ccco2)CC1 | 6 | -4 | -10 | 1 | 2.2 | -14 | 2.3 | -2 | 11
CCc1ccccc1NC(=O)CSc1nnc(Cn2nnc3ccccc32)n1C | 5 | -6 | 3 | 3 | 0.6 | -7 | 0.9 | 9 | -22
Cc1ccccc1NC(=S)N(Cc1ccccn1)Cc1ccccc1Cl | 18 | -3 | -9 | 2 | -2.4 | -12 | -1.3 | 1 | 7
O=C(c1ccc(F)cc1)C1CCN(Cc2ccccc2F)CC1 | -7 | -9 | x | 0 | x | x | x | -1 | -2
COc1ccc2c(Cl)c(C(=O)NCc3ccco3)sc2c1 | 22 | -5 | 2 | 2 | -1.0 | -15 | -0.4 | 2 | -3
CCOc1cccc(C(=O)Nc2cc(-c3nn4c(C)nnc4s3)ccc2C)c1 | -3 | -6 | -10 | 2 | -1.5 | -17 | -1.5 | 0 | -10
CC(C)Cn1nc(C(=O)NCc2ccccc2CN2CCCC2)c2ccccc2c1=O | -11 | -8 | -2 | 7 | -0.3 | -13 | -0.4 | -4 | 6
COc1cccc(NC(=O)CN(C)C(=O)CC(NC(=O)c2ccccc2Cl)c2ccccc2)c1 (stereo not given) | 24 | 1 | -4 | 3 | -0.4 | -23 | 0.5 | 16 | -13
C=CCn1c(C(C)(C)C)nc2ccccc21 | 9 | -4 | -1 | 4 | -1.9 | -3 | -0.3 | 11 | -17
O=S(=O)(NCC(c1cccnc1)N1CCN(Cc2ccccc2)CC1)c1ccc(Cl)cc1 (stereo not given) | -45 | -4 | -7 | 7 | -1.3 | -19 | -0.5 | 1 | -4
O=[N+]([O-])c1ccccc1S(=O)(=O)Nc1cccc(-c2ccc(N3CCOCC3)nn2)c1 | -35 | -8 | -9 | 1 | 0.9 | -29 | 0.3 | 1 | 0
CCCCN1C(=O)Cc2c1nc(N)c1c(N)nc(N(CCC)CCC)c(C#N)c21 | 12 | -2 | -13 | 7 | -1.9 | -7 | 0.7 | 0 | 13
OCC(O)C1OC(Nc2ccc(Cl)cc2)C(O)C1O (stereo not given) | -20 | -3 | 0 | 1 | 0.0 | -12 | -0.6 | 8 | -5
C=CCc1c(C)nn(CC(=O)O)c1-c1ccccc1 | 8 | -1 | -5 | 6 | 0.4 | -9 | 0.1 | 2 | -25
Cc1oc2c(c1C(=O)NCc1cccnc1)C(=O)c1ccccc1C2=O | x | x | -2 | x | -0.4 | -8 | -0.5 | x | x
Cc1ccc(OCCCCCCN2CCNCC2)c(Br)c1 | -26 | -6 | -9 | 18 | 6.3 | -13 | 3.1 | 3 | 3
O=C(NCc1cccnc1)C1CCN(S(=O)(=O)N2CCOCC2)CC1 | -16 | 0 | -1 | 30 | -0.4 | -8 | -0.4 | 15 | -3

The results go on:
Structure | TAAR1 antag | M1 ag | OXTR potentiate | TAAR1 agonist | OXTR ag | CHO parental Ca | V1R ag counter | M1 PAM | CHRM1 antagonist
O=C(Nc1ncc2c(n1)-c1ccccc1OC2)c1ccc(Cl)cc1Cl | 2 | -2 | -4 | 2 | -0.2 | -12 | -0.8 | 6 | -6
COc1cccc(CN(C)C(=O)c2ccc(Oc3ccccc3)cc2)c1OC | 0 | -3 | -12 | 1 | 0.9 | -4 | 4.5 | 3 | -1
O=[N+]([O-])c1nccn1CCCCCCCCCCCN1CCOCC1 | -3 | -10 | x | 5 | x | x | x | -22 | 24
Cc1ccc(C(=O)NCc2nnc(SCC(=O)NC(C)c3ccccc3)n2C)cc1 (stereo not given) | 5 | -9 | -5 | 5 | 0.1 | -14 | -0.8 | 6 | -7
COc1ccc(-c2noc(C(=O)NCc3ccccc3Cl)n2)cc1OC | 9 | -11 | -4 | -2 | -2.4 | -16 | -0.8 | -5 | 1
COc1ccc(C(=O)OCc2c(F)cccc2Cl)cc1S(=O)(=O)N1CCOCC1 | 29 | -2 | -8 | 9 | 4.9 | -22 | 4.6 | 8 | -20
COc1ccc(C(=O)O)cc1S(=O)(=O)Nc1cccc(C(F)(F)F)c1 | -6 | -2 | -4 | -3 | 1.4 | -1 | -0.1 | 12 | -17
COc1ccc2cc(C(=O)N3CCc4ccccc43)[nH]c2c1 | -2 | -4 | -17 | 2 | -1.6 | -35 | -1.0 | 2 | -6
COC(=O)C1=C(C)N(CCCC(=O)O)C(=O)NC1c1ccc(OC)cc1 (stereo not given) | -1 | 1 | -3 | 2 | 0.5 | -6 | 1.6 | 14 | -3
O=C(OC12CC3CC(CC(C3)C1)C2)c1ccc(NCc2cc(O)ccc2O)cc1 | -5 | 4 | x | 25 | x | x | x | 7 | -6
O=C(NNC(=O)c1ccc(NC(=O)C2CC2)cc1)c1ccc(F)cc1 | -10 | 1 | x | 1 | x | x | x | 7 | -14
C[C@H]1CN([C@@H](C)CO)C(=O)CCCn2nncc2CO[C@H]1CN(C)C(=O)NC1CCCCC1 | -9 | -2 | x | 2 | x | x | x | 1 | -4
Cc1ccccc1C(=O)NNC(=O)Nc1ccccc1 | -3 | x | 0 | 6 | 0.6 | -2 | 0.3 | x | x
N#C/C=C/N1CCN(Cc2ccc3c(c2)OCO3)CC1 | -6 | -4 | -4 | 0 | 1.6 | -2 | 0.8 | 9 | -15
O=C(NC1CCCc2c1cnn2-c1ccc(F)cc1F)c1ccccn1 (stereo not given) | -4 | -3 | -4 | 2 | 1.6 | -8 | 5.9 | 3 | -6
O=C(COC(=O)CNS(=O)(=O)c1ccccc1)NC12CC3CC(CC(C3)C1)C2 | 20 | -3 | -4 | 2 | 1.7 | -14 | -0.1 | 3 | 0
CCOC(=O)c1oc2ccccc2c1COC(=O)CNC(=O)c1cc(OC)c(OC)c(OC)c1 | -4 | -1 | 7 | 4 | -0.6 | -31 | -0.6 | 2 | -13
CN(C)CCCN(C(=O)c1ccc(C(=O)c2ccccc2)cc1)c1nc2ccc(F)cc2s1 | 11 | 1 | -9 | 34 | 10 | 0 | 9.2 | 1 | 4
CC(=O)c1ccc(NC(=O)N2CCCC(C(=O)c3ccc4c(c3)OCO4)C2)cc1 (stereo not given) | 49* | -2 | -12 | 10 | 3.4 | -8 | 6.5 | -7 | -6
